Compound activity as filed in PubChem BioAssay.
A549 viability – A549 cytotoxicity, counter-screen for Nrf2 inhibitors | A549 ARE-Fluc cells, CellTiter-Fluor viability, 18-24 h | Potency, µM (series often up to 46 µM), for inactives: at the top dose activity change, negative = cytotoxicity, usual class: inhibitors | 390,000 compounds, 0.16% hits | AID 504648; also: potency is read from the fitted curve at half-maximal effect; % is scaled to controls: 0 for no effect and ±100 for the full control effect
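Cytotoxicity counterscreen: CellTiter-Fluor fluorescence was measured in A549 ARE_Fluc cells after 18-24 h of compound exposure in a concentration series. The subsequent BugLite luminescent read reports ARE-luciferase activity.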
TGFb inhibitor – TGF-b pathway inhibition; AID 588855; 410,000 compounds, 1.2% hits; Potency, µM (titrated, usually from 46.1 µM), for the others: top-dose activity, negative = inhibition, hits mostly inhibitors; HepG2 CAGA-GFP TGF-b/SMAD3 reporter, GFP fluorescence, 18 h; TGF-beta stimulated, 500 pg/mL final; also: potency is read from the fitted curve at half-maximal effect; % is scaled to controls: 0 for no effect and ±100 for the full control effect; nearly all actives have a fitted effect of over 65% in size
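Per well, imaged GFP fluorescence of HEPG2 CAGA-GFP cells gives the signal; cells get compound, then TGF-beta (500 pg/mL final), 18 h at 37 degrees C; %Activity versus -TGF-beta and +DMSO controls.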
EPAC2 ag – EPAC2 (human) agonism. Q8WZA2. EPAC2 activation, biochemical qHTS; response scale: 100% = 6.5 mM cAMP response. Potency, µM (titrated, usually from 154 µM), inactives show at the highest dose activation, most hits filed as activators. 360,000 compounds, 0.079% hits; also: potency is read from the fitted curve at half-maximal effect; nearly all actives have a fitted effect of over 50% in size
Target sequence (Q8WZA2 whole entry, looked up): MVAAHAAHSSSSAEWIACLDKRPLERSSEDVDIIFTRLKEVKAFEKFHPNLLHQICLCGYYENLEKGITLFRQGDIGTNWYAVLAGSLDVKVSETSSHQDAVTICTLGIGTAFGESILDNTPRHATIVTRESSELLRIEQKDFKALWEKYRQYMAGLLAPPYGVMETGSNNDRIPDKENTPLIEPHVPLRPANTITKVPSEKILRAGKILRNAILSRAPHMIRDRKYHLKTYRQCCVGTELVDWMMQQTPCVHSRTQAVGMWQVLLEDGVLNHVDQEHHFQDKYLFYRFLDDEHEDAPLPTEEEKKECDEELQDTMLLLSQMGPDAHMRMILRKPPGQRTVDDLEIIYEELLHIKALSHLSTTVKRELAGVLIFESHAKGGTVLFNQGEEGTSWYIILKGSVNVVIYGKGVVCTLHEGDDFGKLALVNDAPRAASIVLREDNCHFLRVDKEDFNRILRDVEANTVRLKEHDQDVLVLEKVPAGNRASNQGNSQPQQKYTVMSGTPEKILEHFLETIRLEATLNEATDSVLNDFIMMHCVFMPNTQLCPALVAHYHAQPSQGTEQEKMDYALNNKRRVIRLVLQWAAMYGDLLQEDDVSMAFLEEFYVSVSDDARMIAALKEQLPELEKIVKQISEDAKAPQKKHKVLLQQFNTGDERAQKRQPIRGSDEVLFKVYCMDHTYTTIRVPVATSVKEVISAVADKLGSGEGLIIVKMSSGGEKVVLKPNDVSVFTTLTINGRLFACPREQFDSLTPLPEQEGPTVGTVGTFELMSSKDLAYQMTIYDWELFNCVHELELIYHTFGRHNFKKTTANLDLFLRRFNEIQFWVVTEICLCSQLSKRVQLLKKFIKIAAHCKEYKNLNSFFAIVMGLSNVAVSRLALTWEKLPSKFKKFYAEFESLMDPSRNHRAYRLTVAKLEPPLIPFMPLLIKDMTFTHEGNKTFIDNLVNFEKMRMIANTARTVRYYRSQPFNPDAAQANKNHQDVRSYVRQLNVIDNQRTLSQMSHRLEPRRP
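Each well held 100 nM EPAC2, 250 nM RAP1B-BODIPY-GDP and 50 uM GDP. Fluorescence, read at 5-min intervals to 30 min, was referenced to a 6.5 mM cAMP positive control.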
Nrf2 inh – inhibitors of Nrf2 signaling. 360,000 compounds, 2.1% hits. A549 ARE-Fluc reporter, luciferase luminescence, 18-24 h. Potency, µM (doses to about 46 µM), without a hit: top-dose activity change, negative = inhibition, most hits filed as inhibitors; also: potency is read from the fitted curve at half-maximal effect; % is scaled to controls: 0 for no effect and ±100 for the full control effect; nearly all actives have a fitted effect of over 60% in size
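A549 ARE_Fluc cells, 5000/well, 5% FBS OPTI-MEM; compounds in dose-response, 18-24 h at 37 °C/5% CO2; CellTiter-Fluor viability read (Ex 405/Em 525), then BugLite luciferase luminescence = Nrf2 activity.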
HepG2 viability – HepG2 cytotoxicity, counter-screen for TGF-b inhibitors; HepG2 CAGA-GFP viability, ATP luminescence, 18 h; 410,000 compounds, 0.76% hits; Potency, µM (highest dose often 46.1 µM), for inactives: at the highest dose activity change, negative = cytotoxicity, most hits filed as cytotoxic; also: potency is read from the fitted curve at half-maximal effect; some results filed as inactive show a strong effect at the top dose
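HepG2 CAGA-GFP cells (1000/well, DMEM with 1% FBS) received compound, then TGF-beta at 500 pg/mL final, and were incubated 18 hours at 37 degrees C. Viability was read by CellTiter-Glo luminescence. Media-only wells were set as complete cell-killing and DMSO as no toxicity.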
ATXN2 expr inh – inhibitors of ATXN2 expression; Potency, µM (series often up to 57 µM), for inactives: top-dose activity change, negative = inhibition, actives largely listed as inhibitors; HEK-293 ATXN2-luciferase reporter, luminescence, 24 h; 360,000 compounds, 0.72% hits; also: potency is read from the fitted curve at half-maximal effect; % is scaled to controls: 0 for no effect and ±100 for the full control effect; nearly all actives have a fitted effect of over 55% in size
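ATXN2-luciferase reporter cells (luciferase flanked by upstream and downstream ATXN2 gene portions) were treated 24 h at 37 °C with compounds at up to 57 uM. SteadyGlo luminescence gave expression; GF-AFC fluorescence gave viability.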
Nrf2 ARE act – activators of Nrf2 (ARE) signaling; AREc32 ARE-luciferase reporter (MCF7-derived line), luminescence, 24 h; Potency, µM (top dose mostly 46.1 µM), for inactives: at the top dose activation, usual class: activators; 410,000 compounds, 0.31% hits; AID 624171; also: potency is read from the fitted curve at half-maximal effect; % of control where 0% means no effect; nearly all actives have a fitted effect of over 65% in size
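ARE activation measured as luciferase luminescence (Steady-Glo, 30 min RT) in AREc32_Fluc cells after 24 hr compound exposure at 37 deg C, 5% CO2; cells seeded overnight at 1000/well in OPTI-MEM, 5% FBS.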
IL2 activator – activates IL-2 in a cell-based reporter assay. activation, % (series mostly up to about 46 µM). 360,000 compounds, 0.065% hits. IL-2 activation reporter assay, cell-based qHTS; stimulated with anti-CD3/CD4/CD28 beads; in transgenic mouse T cells; in the data active = activation above about 50%; inconclusive = mostly about 30% to 49%; also: 0% is about no effect
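Readout: EGFP and DsRed signals by fluorescent plate cytometry. Unstimulated transgenic mouse T cells received compound 60 min before antibody-bead stimulation, then incubated 18 h at 37 degrees C.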
ATXN viability – viability counter-screen for ATXN expression inhibitors | Potency, µM (titrated, usually from 56.7 µM), hits mostly cytotoxic | AID 651635 | 400,000 compounds, 0.49% hits | S2 cells (HEK-293 line with an ATXN2-luciferase reporter) viability, CellTiter-Fluor protease fluorescence, 24 h; also: potency is read from the fitted curve at half-maximal effect; nearly all actives have a fitted effect of over 40% in size
The depositor's hits bear a star; i = inactive; u = inconclusive; x = not tested or not shown; [ ] = another dose, or the depositor's remark. Unless noted, calls follow the shape of the dose curve; as a rule, active = well fitted curve in the direction sought with a large enough effect; inconclusive = small, poorly fitted or top-dose-only effect, or another doubt; inactive = no such curve, though single readings can be large; an effect the other way counts as inactive or inconclusive.

| SMILES | A549 viability | TGFb inhibitor | Nrf2 ARE act | EPAC2 ag | ATXN viability | ATXN2 expr inh | HepG2 viability | Nrf2 inh | IL2 activator |
| --- | --- | --- | --- | --- | --- | --- | --- | --- | --- |
| CCOC(=O)c1c(C)[nH]c2cc(Br)c(OC)cc12 | -5.9% | -28.3% | 6.3% | 1.1% | i | 14.4% | 1.4% | x | -2.9 |
| CCSc1nnc(-c2cccnc2)n1-c1ccc(Cl)c(C)c1 | 3.3% | -0.8% | -0.2% | -3.4% | i | 0.9% | -30.8% | -2.5% | 5.7 |
| Cc1nc(NC(=O)c2c(-c3ccccc3Cl)noc2C)sc1C | -1.4% | -0.8% | -0.2% | -0.7% | i | 9.0% | -0.7% | u | -0.8 |
| O=C(N/N=C/c1ccco1)c1cc(-c2cccc(Br)c2)nc2ccccc12 | u | -17.5% | 1.1% | 0.2% | u | -34.1% | -33.9% | u | -0.5 |
| Cc1ccc(C(c2nnnn2C(C)(C)C)N2CCC(C)CC2)cc1 (stereo not given) | -0.6% | -9.8% | 0.4% | 5.3% | i | -14.8% | -12.2% | -16.8% | -1.1 |
| Cc1ccc(NC(=O)COC(=O)c2ccco2)cc1S(=O)(=O)N1CCOCC1 | -1.2% | -2.4% | -0.1% | 6.1% | i | 5.8% | 12.8% | -6.3% | 0.5 |
| Cc1cc(O)c(NC(=O)c2cccc([N+](=O)[O-])c2)cc1C | 0.5% | 9.1% | u | -9.3% | i | 25.9% | 4.8% | 3.1% | 0.2 |
| COCCNC(=O)c1csc(Nc2cccc3ccccc23)n1 | -2.5% | 11.6% | 1.1% | -4.7% | i | x | 11.9% | 13.3% | -0.1 |
| CCC(=O)Oc1ccc2c(c1)OC1(OC(C)=O)OC(C)CC1=C2C (stereo not given) | 13.3% | 6.7% | 0.3% | -5.8% | x | 0.0% | -19.1% | 4.2% | -1.8 |
| NC(=S)Cc1ccccc1Cl | 0.7% | -5.1% | 0.0% | 1.4% | i | 5.9% | -43.4% | -1.9% | 2.1 |
| CCOc1ccccc1NS(=O)(=O)c1cc(-c2cnc(C3CC3)o2)ccc1C | -3.3% | -25.4% | 0.1% | x | i | 4.8% | -48.6% | x | x |
| O=C(CCC(=O)N1CCOCC1)NCCc1ccccc1 | 2.2% | 16.6% | 0.3% | -4.4% | i | 21.4% | 16.7% | 10.7% | 0.8 |
| CS(=O)(=O)N(CC(=O)NCc1ccncc1)C1CCCCC1 | -0.5% | u | -0.6% | 0.7% | i | -0.2% | -4.0% | -12.8% | 15.0 |
| Cn1c(SCC(=O)Nc2ccc(N3CCOCC3)cc2)nnc1C(F)(F)F | 1.0% | -14.1% | 0.5% | -0.8% | i | -18.5% | 4.2% | 1.7% | 0.7 |
| Cc1ccc(S(=O)(=O)Nc2cc(Cl)c(O)cc2C)cc1 | -20.0% | 1.0% | 5.5% | -8.1% | i | -9.9% | -40.4% | u | -1.6 |
| O=C(CNC(=O)c1ccccc1)NC1(C(=O)NC2CCCCC2)CCCCC1 | 2.7% | -15.6% | 0.7% | 1.4% | i | -19.6% | -12.1% | 5.0% | 2.6 |
| COc1ccc(S(=O)(=O)NCc2ccccn2)c(Cl)c1Cl | -1.3% | 0.3% | 0.9% | 2.8% | i | -1.6% | 1.2% | x | -0.9 |
| COc1ccc(S(=O)(=O)N(CC(=O)NCc2ccco2)c2ccccc2)cc1 | -5.5% | -10.3% | 0.1% | 0.0% | i | -4.6% | -19.1% | -9.3% | -0.6 |
| Cc1cccc(NC(=O)CSCC(=O)N(C)Cc2c(F)cccc2Cl)c1 | -18.3% | -7.2% | -0.3% | -6.6% | i | -3.4% | -34.0% | u | -6.9 |
| Cc1nc2cc(NC(=O)c3ccc([N+](=O)[O-])s3)ccc2s1 | -12.3% | -20.8% | 6.4% | -6.3% | u | -16.0% | -3.6% | 6.51µM* | 0.4 |
| COc1ccc(C(=O)Nn2c(SCC(=O)N3CCC(C)CC3)nc3ccccc3c2=O)cc1 | u | -1.4% | -2.6% | 16.4% | i | u | -35.9% | u | -1.5 |
| Cc1cc2c(cc1C)N(C(=O)CSc1nncn1C)C(C)(C)c1ssc(=S)c1-2 | u | u | -0.2% | 3.4% | u | u | -37.7% | u | -2.6 |
| Cc1ccc(S(=O)(=O)N2CCN(C(=O)c3ccc([N+](=O)[O-])cc3)C2)cc1 | -12.0% | 5.3% | 0.3% | -0.6% | i | x | -8.1% | -26.5% | 3.3 |
| COc1ccc(NC(=O)C(=O)NCC(=O)Nc2cccc(C(F)(F)F)c2)cc1 | -4.4% | -4.2% | -0.3% | -13.4% | i | 3.9% | 6.9% | 25.4% | 0.3 |
| Cc1cc(-c2ccc(S(=O)(=O)N(C)Cc3ccccc3)cc2)on1 | 14.6% | 4.7% | -0.2% | 3.9% | i | -16.2% | -1.5% | 0.8% | -5.2 |
| COc1cc2nc(CN3CCN(S(=O)(=O)c4ccccc4[N+](=O)[O-])CC3)[nH]c(=O)c2cc1OC | x | u | 15.2% | 4.4% | u | x | -34.1% | x | -0.8 |
| CCC(CO)NCc1sccc1C (stereo not given) | 1.5% | 6.8% | 0.5% | 0.6% | u | x | 15.0% | 4.5% | -0.2 |
| CCSc1nnc(-c2ccccc2NC(=O)CC)c(=O)[nH]1 | -5.6% | 6.2% | 0.0% | 8.3% | i | -0.5% | 4.5% | -1.3% | 0.4 |
| CCCNC(=O)CCn1c(-c2ccc(C)cc2)cc(C(=O)OCC)c1C | -5.3% | -23.7% | 2.5% | -1.7% | i | 23.0% | -10.7% | -17.7% | -3.6 |
| CC(c1ccc2ccccc2c1)c1ccccc1C(=O)O (stereo not given) | x | -0.5% | 0.4% | 5.5% | i | x | 2.7% | x | 0.0 |

The final 3 entries of the part above come first, to join the parts:
| SMILES | A549 viability | TGFb inhibitor | Nrf2 ARE act | EPAC2 ag | ATXN viability | ATXN2 expr inh | HepG2 viability | Nrf2 inh | IL2 activator |
| --- | --- | --- | --- | --- | --- | --- | --- | --- | --- |
| CCSc1nnc(-c2ccccc2NC(=O)CC)c(=O)[nH]1 | -5.6% | 6.2% | 0.0% | 8.3% | i | -0.5% | 4.5% | -1.3% | 0.4 |
| CCCNC(=O)CCn1c(-c2ccc(C)cc2)cc(C(=O)OCC)c1C | -5.3% | -23.7% | 2.5% | -1.7% | i | 23.0% | -10.7% | -17.7% | -3.6 |
| CC(c1ccc2ccccc2c1)c1ccccc1C(=O)O (stereo not given) | x | -0.5% | 0.4% | 5.5% | i | x | 2.7% | x | 0.0 |
| Cc1ccc(S(=O)(=O)NCC(=O)N(CC2CCCO2)C(C(=O)NC2CCCCC2)C(C)C)cc1 (stereo not given) | -15.7% | -12.8% | -0.6% | 2.0% | u | -22.7% | -14.0% | -0.8% | -1.5 |
| Nc1nc(NCc2ccco2)nc(N2CCCC2)c1[N+](=O)[O-] | -5.3% | -1.0% | u | 5.7% | u | -10.1% | -9.4% | -12.4% | -1.6 |
| O=C(NC1CCCN(c2ccc(C(F)(F)F)cn2)C1)c1ccnc(Cl)c1 (stereo not given) | -8.7% | -26.2% | 0.3% | -0.4% | i | -7.4% | -25.8% | u | -2.9 |
| CCC(C)(O)c1[nH]c2ccc(C(=O)OC)cc2c1C (stereo not given) | -2.2% | -2.3% | 6.7% | 3.9% | i | 11.0% | -17.8% | 3.1% | -0.2 |
| COC(=O)Cn1c(C)c(/C=C/c2cc[n+](C)cc2)c2ccccc21 | -23.2% | 82.1%[activator] | 3.7% | 10.9% | i | x | -3.6% | -6.0% | 222.4* |
| CC12CCC(C(=O)NNC(=O)c3ccc(F)cc3)(OC1=O)C2(C)C (stereo not given) | -10.0% | 5.3% | -0.4% | 9.9% | i | 3.9% | 10.9% | 5.7% | 1.7 |
| Cn1nnnc1SCCNCc1ccccc1OCc1ccc(Cl)cc1Cl | -0.9% | u | -5.0% | x | x | x | -104.4% | 11.6µM* | x |
| COc1ccc(C(=O)c2ccccc2Cl)cc1OC | -8.8% | -2.9% | 0.3% | 6.8% | i | -1.2%[11.3 µM] | -22.4% | -19.2% | -2.2 |
| CCn1c(=O)[nH]c(=O)c2c(N)c(C(=O)c3cc(F)ccc3F)sc21 | 4.7% | 11.2µM* | 2.1% | -3.4% | i | -22.1% | 0.2% | u | -0.6 |
| CCN(CC)C(=O)C1=C(C)N(Cc2ccc(OC)cc2)C(=O)C(CC(=O)NCCCN(C)C)C1 (stereo not given) | x | 7.2% | -0.1% | -3.1% | i | 8.2% | 5.5% | x | -0.9 |
| Cc1ccc2[nH]c(=O)c(CN(c3cccc(C)c3C)S(=O)(=O)c3ccccc3)cc2c1 | u | 5.1% | -0.9% | 3.8% | u | -11.5% | 1.1% | -14.7% | -2.0 |
| COc1ccc(/C=C(\C#N)C(=O)OCC(=O)Nc2c(C)cccc2C)cc1 | -1.5% | -3.7% | 0.3% | 5.4% | i | 1.2% | 2.0% | 0.2% | -0.7 |
| O=C(Nc1ccccc1N1CCCCC1)c1cc(S(=O)(=O)N2CCOCC2)ccc1Cl | 2.8% | u | -1.1% | 1.4% | i | -12.0% | -23.2% | u | -5.9 |
| Cc1cccc(N2C(=O)c3cccc4c(N5CCCCC5)c([N+](=O)[O-])cc(c34)C2=O)c1C | 1.3% | 0.7% | 0.2%[9.22 µM] | 1.4% | u | -10.0% | 1.6% | 6.0% | 0.3 |

Rows are unselected, and some 4.3% of all compounds hit somewhere here.
